All columns: NCI-60 one-dose screen, growth in % after 48 h at 10 µM unless noted; 100 = growth as untreated, 0 = no growth, -100 = all killed.
K-562: K-562 leukemia | actives 7.4% (n = 78,000)
HS 578T: HS 578T breast cancer. actives 4.1% (n = 78,000). AID 1794788
MDA-MB-468: MDA-MB-468 breast cancer. actives 8.5% (n = 78,000). AID 2202374
MDA-MB-231: MDA-MB-231 breast cancer. actives 5% (n = 81,000)
T-47D: T-47D breast cancer; actives 5% (n = 79,000)
MCF7: MCF7 breast cancer. AID 1794796. actives 6.3% (n = 82,000)
BT-549: BT-549 breast cancer; actives 4.4% (n = 78,000); AID 1794793
SR: SR leukemia cells. actives 8.7% (n = 73,000)
Starred values were filed as active, the others as inactive; · = no result given; & = joins results of further samples. How the source made its calls: active means growth percent below 10; inactive means the rest.

cpd | canonical_smiles | K-562 | HS 578T | MDA-MB-468 | MDA-MB-231 | T-47D | MCF7 | BT-549 | SR
1 | COC(=O)c1ccc(-n2cc(CCCOS(=O)(=O)c3ccc(-c4ccccc4)cc3)nn2)cc1 | 95 | 98 | 107 | 105 | 88 | 96 | 102 | 93
2 | O=S(=O)(O)c1cccc2c(N=Nc3ccc(N=Nc4ccc(Nc5ccccc5)c5c(S(=O)(=O)O)cccc45)c4ccccc34)cccc12 | 100&73 | 103&86 | 82 | 113&49 | 105&48 | 120&72 | 106 | 101&42
3 | COc1cc(C(=O)OCCCN2CCOCC2)cc(OC)c1OC | 113 | 98 | 97 | 105 | 94 | 98 | 101 | 91
4 | Cn1c2ccccc2c2c3c(c4c5ccc(Br)cc5oc4c21)C(=O)N(O)C3=O | 62 | 102 | 46 | 95 | 19 | 19 | 65 | ·
5 | O/N=C(\CSc1nnc(-c2ccccc2)o1)c1ccc(Cl)cc1 | 90 | 99 | 95 | 87 | 74 | 99 | 100 | 88
6 | COc1ccc2[nH]cc(-c3nc(-c4ccsc4)cs3)c2c1 | 108 | 100 | 86 | 92 | 61 | 59 | 96 | 92
7 | COC(=O)c1nc(-c2ccc(C)cc2)oc1Sc1ccc(Cl)cc1 | 79 | 100 | 99 | 98 | 82 | 86 | 90 | 68
8 | Cn1c(=O)c2[nH]c(C3CC=CCC3)nc2n(C)c1=O (configuration not stated) | · | 98 | 107 | 95 | · | 102 | 108 | ·
9 | Clc1ccc(Nc2ccc3nnc(-c4ccncc4)n3n2)cc1 | 51 | 97 | 61 | 92 | 66 | 71 | 91 | 44
10 | O=C(OCC1CCC=CO1)C1CCC=CO1 (configuration not stated) | 102 | 108 | 105 | 110 | 106 | 99 | 105 | 97
11 | CCN(CC)CC(=O)Nc1ccc(C)c(Cl)c1 | 96 | 107 | 107 | 96 | 100 | 100 | 103 | 86
12 | NS(=O)(=O)c1ccc(Nc2nc(Nc3ccccc3)nc(-n3nc(-c4ccccc4)cc3-c3ccccc3)n2)cc1 | 12 | 65 | 12 | 37 | 37 | 6.8* | 53 | 0.7*
13 | c1cc[n+](C[n+]2ccccc2)cc1 | 103 | 122 | · | 112 | 116 | 108 | 118 | 104
14 | Cc1ccc(-c2cc(-c3ccc4c(c3)OCO4)n3c(n2)nc2ccccc23)cc1 | 86 | 90 | 64 | 74 | 82 | 72 | 98 | ·
15 | CCOC(=O)c1ccc2c(c1)[n+](=O)c(C(C)=O)c(C)n2[O-] | 87 | 98 | 72 | 102 | 77 | 75 | 94 | 61
16 | O=c1c([N+](=O)[O-])cnc2nc(Nc3ccc(Cl)cc3)[nH]n12 | 95 | 101 | 96 | 102 | 95 | 104 | 97 | 87
17 | c1coc(-c2cc3nc(N4CCOCC4)nc(-c4ccco4)n3n2)c1 | 111 | 103 | 79 | 100 | 88 | 72 | 83 | 74
18 | CCn1cc(/C=C(/SS/C(=C/c2cn(CC)c3cccc(C(=O)O)c23)C(=O)O)C(=O)O)c2c(C(=O)O)cccc21 | 97 | 98 | 94 | 100 | 96 | 95 | 111 | 111
19 | Cc1ccc2nc(NC(=O)CSc3nc(-c4ccc(F)cc4)c(C#N)c(=O)[nH]3)sc2c1 | 106 | 95 | 102 | 108 | 93 | 95 | 101 | 83
20 | OCCc1ccccc1 | 105 | 90 | 102 | 108 | 103 | 96 | 103 | 108
21 | CC1(C)CC[C@]2(CO)CC[C@]3(C)[C@H](CC[C@@H]4[C@@]5(C)CC[C@H](O)C(C)(C)[C@@H]5CC[C@]43C)[C@H]2[C@H]1O | 84 | 7.2* | 101 | 26 | 75 | 69 | 96 | 56
22 | C/C1=C\CC[C@@]2(C)O[C@H]2[C@H]2OC(=O)C(COc3ccc4ccccc4c3)[C@@H]2CC1 (some centres not stated) | 95 | 93 | 84 | 87 | 95 | 90 | 101 | 125
23 | COc1ccc(C(=O)c2cc(F)c(F)c(OC)c2F)cc1OC(=O)CCl | 16 | 65 | 61 | 49 | 44 | 19 | 36 | 21
24 | CC(=O)Nc1ccc(S(=O)(=O)Nc2cccc(-c3nc(-c4ccc(NC(=O)c5cccnc5)cc4Cl)no3)c2)cc1 | 19 | 25 | 18 | 47 | 14 | 17 | 33 | 19
25 | Cc1ncc(CSSCc2cnc(C)c(O)c2CO)c(CO)c1O | 100 | 105 | 85 | 107 | 98 | 108 | 107 | 97
26 | CCN1CCOC1=O | 123 | 100 | 95 | 109 | 96 | 104 | 104 | 107
27 | COc1cc(-c2c3c(cn2Cc2ccccc2)-c2oncc2CCC3)cc(OC)c1OC | 67 | 86 | 79 | 76 | 78 | 77 | 114 | 78
28 | CC[C@]12C=CCN3CC[C@@]4(c5ccc(OC)cc5N(C)[C@H]4[C@@](O)(C(=O)OC)[C@@H]1OC(=O)CCC[P+](c1ccccc1)(c1ccccc1)c1ccccc1)[C@@H]32 | 10 | 26 | -76* | 1.3* | 1.1* | -3.3* | 11 | 9.6*
29 | CN1CCc2nc3sc(C(N)=O)c(N)c3c(-c3cccs3)c2C1 | 74 | 32 | 14 | 45 | 43 | 13 | 11 | 23
30 | O=C1c2c(c3c4ccccc4[nH]c3c3ccc4ccccc4c23)C(=O)N1CCN1CCCCC1 | -7.8* | 90 | -0.8* | 76 | 14 | 17 | 79 | 2.2*
31 | O=C(Nc1ccc(OCc2nc3ccccc3[nH]2)cc1)Nc1ccc(Cl)c(Cl)c1 | 60 | 63 | 83 | 68 | 69 | 56 | 70 | 58
32 | C#CC(C)(O)c1ccc(Cl)cc1 (configuration not stated) | 91 | 106 | 95 | 102 | 86 | 97 | 105 | 97
33 | N#C/C(=C\c1ccccc1)C(=O)Nc1ncc(Cc2ccccc2)s1 | 44 | 103 | 108 | 97 | 94 | 86 | 105 | 124
34 | NC1C(=O)NC(=O)NC1=S (configuration not stated) | 100&109 | 109&101 | 111&97 | 110&108 | 101&94 | 103&99 | 115&117 | 106&109
35 | O/N=C1/CCSc2ccccc21 | 86 | 104 | 87 | 121 | 92 | 95 | 89 | 83
36 | CCc1ccc(-c2cn3ccnc3c(-c3ccc4ncn(Cc5ccccc5)c4c3)n2)cc1 | · | 78 | 83 | 57 | 5.2* | 42 | 84 | 50
37 | Cc1ccc(/C=C2\CN(C(=O)CCN3CCC(=NO)CC3)C/C(=C\c3ccc(C)cc3)C2=O)cc1 | 4.4* | 6.6* | -54* | -14* | 16 | -3.6* | 11 | -0.2*
38 | CCCCSc1nc(N/N=C/c2cc(Cl)ccc2O)c(C#N)c(-c2ccc(Cl)cc2)n1 | 15 | 93 | 36 | 65 | 69 | 56 | 86 | 67
39 | CC(C)=CCC[C@](C)(OCCC#N)[C@H]1CC[C@]2(C)[C@@H]1CC[C@@H]1[C@@]3(C)CC[C@H](OCCC#N)C(C)(C)[C@@H]3CC[C@]12C | 84 | 102 | 78 | 88 | 50 | 83 | 101 | 76
40 | Cc1ccc(-c2cc(CS(=O)(=O)N3CC=CC3)on2)cc1 | 100 | 103 | 114 | 113 | 106 | 94 | 118 | 107
41 | CC(=O)Nc1c(Cl)cc(N)cc1Cl | 99 | 100 | 107 | 95 | 106 | 95 | 93 | 67
42 | COC(=O)[C@H](Cc1ccccc1)NC[C@@H](O)CN1C(=O)/C(=C\c2cc(OC)c(OC)c(OC)c2)c2ccccc21 | 72 | 95 | 110 | 96 | 75 | 84 | 110 | 67
43 | CCCSc1nc(Oc2ccccc2/C=C2/SC(=O)NC2=O)c(C#N)c(-c2ccc(F)cc2)n1 | 95 | 98 | 106 | 100 | 84 | 95 | · | 100
44 | Fc1ccc(NCc2nnc(-c3ccc(Cl)cc3)o2)cc1Cl | 87 | 112 | 122 | 108 | 88 | 97 | 111 | 74
45 | C=CCC(O)[C@@]1(C)O[C@@H]1CC[C@H](C)C[C@H](CC=C)OC(C)=O (some centres not stated) | 89 | 107 | 70 | 86 | 70 | 83 | 107 | 90
46 | COc1ccc(C(=O)/C=C/c2ccc(OCc3ccc(C)cc3)c(OC)c2)cc1OC | 25 | 91 | 50 | 59 | 46 | 26 | 73 | 10.0*
47 | CNC(=O)c1cc(-n2ccc3cc(NC(=O)Nc4ccccc4)ccc32)ccn1 | 92 | 92 | 100 | 93 | 79 | 75 | · | 69
48 | Cc1ccccc1C(=O)N1CCc2cc(-c3nc(NC(=O)Cc4ccc5c(c4)OCO5)sc3C)ccc21 | 39 | 94 | 17 | 90 | 11 | 46 | 27 | 59
49 | CNC(=O)c1cc(-n2ccc3cc(NS(=O)(=O)c4ccccc4)ccc32)ccn1 | 72 | 106 | 83 | 93 | 74 | 91 | 96 | 94
50 | C=C(CNCCNCCN)[C@@H]1CC[C@]2(COC(C)=O)CC[C@]3(C)[C@H](CC[C@@H]4[C@@]5(C)CCCNC(C)(C)[C@@H]5CC[C@]43C)[C@@H]12 | 55 | 83 | 59 | 95 | 68 | 81 | 75 | 83
51 | COC(=O)c1ccccc1[N+](=O)[O-] | 101 | 103 | 111 | 109 | 103 | 102 | 98 | 86
52 | CCC1(C)CC(C#N)(C#N)C(=O)NC1=O (configuration not stated) | 96 | 121 | 95 | 111 | 99 | 102 | 97 | ·
53 | N#Cc1c(-c2cccc(Cl)c2)cc(-c2cccc(F)c2)[nH]c1=O | 86 | 82 | 87 | 90 | 85 | 89 | 86 | 104
54 | O=C1CCCCC1Nc1ccc(Cl)cc1 (configuration not stated) | 53 | 112 | 111 | 104 | · | 111 | 86 | 95
55 | COc1cc(CNc2oc(-c3ccccc3)c(-c3ccccc3)c2C#N)cc(CN2CCN(C)CC2)c1O | -9.9* | 71 | 57 | 75 | 74 | 15 | 76 | ·
56 | Cc1c(Cl)ccc2c(C(=O)Cl)cc(-c3ccccc3)nc12 | 97 | 99 | 101 | 97 | 91 | 88 | 95 | 92
57 | O=S1(=O)N=C2N3C=C(C(F)(F)F)C=C(Cl)C3=NN2c2ccncc21 | 79 | 108 | · | 107 | 91 | 101 | 133 | ·
58 | O=c1cc(-c2ccccc2)[nH]n1-c1nc2ccccc2[nH]1 | 10 | 70 | 66 | 73 | 62 | 43 | 76 | 39
59 | CNc1nc(Cl)ncc1C | 97 | 107 | 99 | 124 | 98 | 105 | · | 89
60 | COc1ccc([I+]c2ccc(OC)cc2)cc1 | 25&42 | 80&90 | 46 | 83&92 | 71&90 | 60&63 | 55 | 17&60
61 | OCC1OC(n2cnc3ncccc32)C(O)C1O (configuration not stated) | 118 | 105 | 79 | 74 | 67 | 82 | 98 | ·
62 | NC(=O)NCCc1ccccc1 | 101 | 103 | 83 | 111 | 100 | 92 | 111 | 95

Part of the list above in order of molecular weight, falling:
cpd | canonical_smiles | K-562 | HS 578T | MDA-MB-468 | MDA-MB-231 | T-47D | MCF7 | BT-549 | SR
50 | C=C(CNCCNCCN)[C@@H]1CC[C@]2(COC(C)=O)CC[C@]3(C)[C@H](CC[C@@H]4[C@@]5(C)CCCNC(C)(C)[C@@H]5CC[C@]43C)[C@@H]12 | 55 | 83 | 59 | 95 | 68 | 81 | 75 | 83
48 | Cc1ccccc1C(=O)N1CCc2cc(-c3nc(NC(=O)Cc4ccc5c(c4)OCO5)sc3C)ccc21 | 39 | 94 | 17 | 90 | 11 | 46 | 27 | 59
55 | COc1cc(CNc2oc(-c3ccccc3)c(-c3ccccc3)c2C#N)cc(CN2CCN(C)CC2)c1O | -9.9* | 71 | 57 | 75 | 74 | 15 | 76 | ·
46 | COc1ccc(C(=O)/C=C/c2ccc(OCc3ccc(C)cc3)c(OC)c2)cc1OC | 25 | 91 | 50 | 59 | 46 | 26 | 73 | 10.0*
49 | CNC(=O)c1cc(-n2ccc3cc(NS(=O)(=O)c4ccccc4)ccc32)ccn1 | 72 | 106 | 83 | 93 | 74 | 91 | 96 | 94
47 | CNC(=O)c1cc(-n2ccc3cc(NC(=O)Nc4ccccc4)ccc32)ccn1 | 92 | 92 | 100 | 93 | 79 | 75 | · | 69
60 | COc1ccc([I+]c2ccc(OC)cc2)cc1 | 25&42 | 80&90 | 46 | 83&92 | 71&90 | 60&63 | 55 | 17&60
53 | N#Cc1c(-c2cccc(Cl)c2)cc(-c2cccc(F)c2)[nH]c1=O | 86 | 82 | 87 | 90 | 85 | 89 | 86 | 104
56 | Cc1c(Cl)ccc2c(C(=O)Cl)cc(-c3ccccc3)nc12 | 97 | 99 | 101 | 97 | 91 | 88 | 95 | 92
45 | C=CCC(O)[C@@]1(C)O[C@@H]1CC[C@H](C)C[C@H](CC=C)OC(C)=O (some centres not stated) | 89 | 107 | 70 | 86 | 70 | 83 | 107 | 90
58 | O=c1cc(-c2ccccc2)[nH]n1-c1nc2ccccc2[nH]1 | 10 | 70 | 66 | 73 | 62 | 43 | 76 | 39
61 | OCC1OC(n2cnc3ncccc32)C(O)C1O (configuration not stated) | 118 | 105 | 79 | 74 | 67 | 82 | 98 | ·
52 | CCC1(C)CC(C#N)(C#N)C(=O)NC1=O (configuration not stated) | 96 | 121 | 95 | 111 | 99 | 102 | 97 | ·
51 | COC(=O)c1ccccc1[N+](=O)[O-] | 101 | 103 | 111 | 109 | 103 | 102 | 98 | 86
62 | NC(=O)NCCc1ccccc1 | 101 | 103 | 83 | 111 | 100 | 92 | 111 | 95

Compounds were not picked by outcome (roughly 14% active in at least one column).
